Compound activity deposited in PubChem by The Scripps Research Institute Molecular Screening Center.
PAD4 inhibition = blockers of protein arginine deiminase 4 – biochemical, fluorescence polarization, primary screen (AID 463073) | recombinant PAD4, RFA probe fluorescence polarization; active compounds read high | inhibition, % at 5 µM | 2,000 tested, 0.5% active;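 active = inhibition above 30%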;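 note: 0% = PAD4 with DMSO and 100% = wells lacking PAD4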
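system = recombinant PAD4 | amount = PAD4 at 2 µM in dispensed buffer, before additions | incubation = 30 min 25 °C preincubation, 5 h 37 °C labeling | measured by = FP, ex 525 nm, em 598 nm | replication = single well per compound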
* marks the source's active call; other numbers are inactive results. Not all compounds are listed, so the mix of outcomes need not match the whole.

SMILES	PAD4 inhibition
CCOC(=O)C1=C(N)Oc2c(oc(CO)cc2=O)C1c1ccc(F)c(F)c1 (stereo unspecified)	0.0
O=C1OC(c2ccccc2)=C/C1=C/c1cccs1	-2.5
CCOC(=O)c1oc2cc(OCC(N)=O)ccc2c(=O)c1-c1ccc(OC)c(OC)c1	2.6
Cc1ccsc1/C=N\NC(=O)c1ccc2c(c1)OCO2	3.3
Cc1nnc(SCC(=O)N2CCCC(C(=O)c3ccc(Cl)cc3)C2)o1 (stereo unspecified)	-0.5
CCOC(=O)COc1ccc2c(=O)c(-c3ccccc3)coc2c1	3.1

3 compounds out of the list, arranged by heavy-atom count, lowest first.
SMILES	PAD4 inhibition
Cc1ccsc1/C=N\NC(=O)c1ccc2c(c1)OCO2	3.3
CCOC(=O)C1=C(N)Oc2c(oc(CO)cc2=O)C1c1ccc(F)c(F)c1 (stereo unspecified)	0.0
CCOC(=O)c1oc2cc(OCC(N)=O)ccc2c(=O)c1-c1ccc(OC)c(OC)c1	2.6
